Screens (PubChem BioAssay)
TbREL1 inh: TbREL1 inhibition, primary screen; P86926; 89,000 tested, 0.49% active; inhibition, % at 9.66 µM; TbREL1 RNA ligation, FRET fluorescence;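 active = inhibition above the mean inhibition across all screened compounds plus 3 SD, cut at about 11% in these data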;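 also: 0% = plate median of test wells and 100% = NSC42067 control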
Target sequence (P86926 whole entry, looked up): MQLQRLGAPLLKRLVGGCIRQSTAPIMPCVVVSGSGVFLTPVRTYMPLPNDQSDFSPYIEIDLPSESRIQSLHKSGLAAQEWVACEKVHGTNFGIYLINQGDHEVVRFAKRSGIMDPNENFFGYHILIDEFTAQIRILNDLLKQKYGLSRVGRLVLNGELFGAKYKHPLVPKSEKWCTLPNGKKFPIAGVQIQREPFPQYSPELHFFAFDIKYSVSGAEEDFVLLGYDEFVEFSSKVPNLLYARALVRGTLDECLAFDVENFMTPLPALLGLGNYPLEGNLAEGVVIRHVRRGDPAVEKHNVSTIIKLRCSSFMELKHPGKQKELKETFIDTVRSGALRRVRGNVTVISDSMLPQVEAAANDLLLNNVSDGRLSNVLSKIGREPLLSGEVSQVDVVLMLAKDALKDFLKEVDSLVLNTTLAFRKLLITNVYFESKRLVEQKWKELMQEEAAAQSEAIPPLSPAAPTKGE
Numbers without * were called inactive.

Start of the data: the first seven records (preview)
Results for CCc1nnc(NC(=O)CSc2nnc(CSc3nc(C)cc(C)n3)n2C)s1 ?
TbREL1 inh: 2.4

Results for CCC(C)c1ccccc1NC(=O)COC(=O)c1ccc(C)c(NC(=O)c2ccco2)c1 (stereo unspecified) ?
TbREL1 inh: -0.6

How did C/C(=N\NC(=O)Cc1cccn1C)c1cccs1 do in these assays?
TbREL1 inh: -5.2

How did O=C(OCC(=O)N1CCN(c2ccccc2)CC1)c1cc(Br)ccc1Cl do in these assays?
TbREL1 inh: -1.0

Results for N#Cc1c(N)oc(-c2cccs2)c1-c1cccs1 ?
TbREL1 inh: 1.0

Results for CC(C)(C)OC(=O)NCCCC[C@H](NC(=O)c1nc[nH]c1C(=O)NCC(=O)OCc1ccccc1)C(=O)OC(C)(C)C ?
TbREL1 inh: 1.0

Results for O=C1CC(=O)Nc2cc(S(=O)(=O)N3CCN(c4ccc([N+](=O)[O-])cc4)CC3)ccc2N1 ?
TbREL1 inh: 4.7

The whole of this part, repeating the preview:
Results for CCc1nnc(NC(=O)CSc2nnc(CSc3nc(C)cc(C)n3)n2C)s1 ?
TbREL1 inh: 2.4

Results for CCC(C)c1ccccc1NC(=O)COC(=O)c1ccc(C)c(NC(=O)c2ccco2)c1 (stereo unspecified) ?
TbREL1 inh: -0.6

How did C/C(=N\NC(=O)Cc1cccn1C)c1cccs1 do in these assays?
TbREL1 inh: -5.2

How did O=C(OCC(=O)N1CCN(c2ccccc2)CC1)c1cc(Br)ccc1Cl do in these assays?
TbREL1 inh: -1.0

Results for N#Cc1c(N)oc(-c2cccs2)c1-c1cccs1 ?
TbREL1 inh: 1.0

Results for CC(C)(C)OC(=O)NCCCC[C@H](NC(=O)c1nc[nH]c1C(=O)NCC(=O)OCc1ccccc1)C(=O)OC(C)(C)C ?
TbREL1 inh: 1.0

Results for O=C1CC(=O)Nc2cc(S(=O)(=O)N3CCN(c4ccc([N+](=O)[O-])cc4)CC3)ccc2N1 ?
TbREL1 inh: 4.7

How did CCc1ccnc(NC(=O)NS(=O)(=O)c2ccc(C)cc2)c1 do in these assays?
TbREL1 inh: 1.7

What do the screens show for `Cc1ccc(C(=O)Nc2cccc(O)c2)cc1S(=O)(=O)N1CCCCCC1`?
TbREL1 inh: -3.1

Results for COC(=O)c1sccc1NC(=O)c1cccnc1 ?
TbREL1 inh: 5.9

What do the screens show for `COc1ccc(-c2cc(NC(=O)Cc3c(C)[nH]c4ccccc34)ccc2Nc2cccnc2)cc1OC`?
TbREL1 inh: -4.9

How did C=CCn1c(-c2ccc([N+](=O)[O-])cc2)n[nH]c1=S do in these assays?
TbREL1 inh: -5.4

How did Cc1c(C(=O)NC2CC(=O)N(c3ccc4c(c3)OCCO4)C2)cccc1[N+](=O)[O-] (stereo unspecified) do in these assays?
TbREL1 inh: -1.5

How did CCS(=O)(=O)N1Cc2ccccc2CC1C(=O)Nc1nc2ccc(C)cc2s1 (stereo unspecified) do in these assays?
TbREL1 inh: 1.4

Results for Cc1csc(NC(=O)C2C3C=CC(O3)C2C(=O)O)n1 (stereo unspecified) ?
TbREL1 inh: -0.5

2 entries picked at random from the list so far:
Results for COC(=O)c1sccc1NC(=O)c1cccnc1 ?
TbREL1 inh: 5.9

How did Cc1c(C(=O)NC2CC(=O)N(c3ccc4c(c3)OCCO4)C2)cccc1[N+](=O)[O-] (stereo unspecified) do in these assays?
TbREL1 inh: -1.5

(list continues)
Results for Cc1cc(Cl)c(S(=O)(=O)Nc2ccc3c(c2)OCO3)cc1OCC(N)=O ?
TbREL1 inh: 0.3

What do the screens show for `CCn1cc(C(=O)N(CCCN2CCOCC2)Cc2ccco2)c(=O)c2ccc(C)nc21`?
TbREL1 inh: 1.3

Results for COc1cc(OC)cc(Oc2ccc(S(=O)(=O)N3CCCCC3)cc2[N+](=O)[O-])c1 ?
TbREL1 inh: 0.9

What do the screens show for `CCOC(=O)c1ccc(NC(=O)CSc2nnc(CNC(=O)c3ccccc3F)o2)cc1`?
TbREL1 inh: 5.4

Results for Cc1ccc(-n2[nH]c(C)c(C=NC34CN5CN(CN(C5)C3)C4)c2=O)cc1C ?
TbREL1 inh: -2.0

Results for CN1CCC(C2(O)c3ccccc3CCc3ccccc32)CC1 ?
TbREL1 inh: 2.3

How did [O-][n+]1cccc2cccc(O)c21 do in these assays?
TbREL1 inh: 5.6

How did O=C(c1cc(=O)[nH]c2ccccc12)N(Cc1nnc(-c2ccccc2Cl)o1)C1CC1 do in these assays?
TbREL1 inh: -4.2

How did N#Cc1ccc(OCC(=O)N/N=C2\CCc3ccccc32)cc1 do in these assays?
TbREL1 inh: -0.3

What do the screens show for `COc1ccc(C)cc1NC(=O)c1ccc2c(c1)OCO2`?
TbREL1 inh: 0.2

Results for CCN1CCc2c(sc(NC(=O)c3ccc(S(=O)(=O)N(C)CC4CCCO4)cc3)c2C(N)=O)C1 (stereo unspecified) ?
TbREL1 inh: -3.9

What do the screens show for `Cc1cc(C)c2c(n1)nn1c(NCCN3CCOCC3)cc(C)nc21`?
TbREL1 inh: 1.6

What do the screens show for `Cc1ccccc1Nc1nc(-c2cccnc2)cs1`?
TbREL1 inh: 0.7

How did C#CCNC(=O)C1=C[C@@H](C)C[C@@H](OCc2ccc(CO)cc2)O1 do in these assays?
TbREL1 inh: -0.9

Results for CCCCCCCc1c(O)nc(SCCN2CCOCC2)[nH]c1=O ?
TbREL1 inh: 8.0

The closing two entries of the part above open the next one.
How did C#CCNC(=O)C1=C[C@@H](C)C[C@@H](OCc2ccc(CO)cc2)O1 do in these assays?
TbREL1 inh: -0.9

Results for CCCCCCCc1c(O)nc(SCCN2CCOCC2)[nH]c1=O ?
TbREL1 inh: 8.0

Results for CCc1ccc(NC(=O)Cn2c(SC)nc3ccccc32)cc1 ?
TbREL1 inh: 0.7

What do the screens show for `CCOC(=O)c1c(C)[nH]c(C(=O)Cn2nnc(-c3ccccc3Cl)n2)c1C`?
TbREL1 inh: -3.5

Results for CCOc1ccccc1-n1c(SCC(=O)N2CCCC2)nnc1-c1ccoc1C ?
TbREL1 inh: -1.2

How did CCSc1nnc(NC(=O)c2ccc3c(c2)OCO3)s1 do in these assays?
TbREL1 inh: 6.6

Results for CCCOc1ccc(Oc2cc(C)nc(SC)n2)nn1 ?
TbREL1 inh: -0.6

Results for O=C(NCCC1=CCCCC1)C1CCN(S(=O)(=O)c2cccc3cccnc23)CC1 ?
TbREL1 inh: 0.2

Results for Cc1ccc(NC(=O)COC(=O)Cn2c(C)csc2=O)cc1C ?
TbREL1 inh: -0.6

What do the screens show for `C/C(=N\NS(=O)(=O)c1ccc(Br)cc1)c1cccs1`?
TbREL1 inh: 1.6

How did COc1ccccc1NC(=O)c1cc(C)oc1C do in these assays?
TbREL1 inh: 6.2

How did Cc1ccc(-c2noc(CNc3ccccc3)n2)cc1 do in these assays?
TbREL1 inh: 0.6

How did O=C(COC(=O)/C=C/c1ccco1)NCc1ccc(Cl)cc1Cl do in these assays?
TbREL1 inh: -1.5

What do the screens show for `Cc1ccc(NC(=O)NCc2ccc3c(c2)OCO3)cc1`?
TbREL1 inh: 7.3

Results for COCn1c(-c2ccc(OC)c(OC)c2)nc2ccccc21 ?
TbREL1 inh: 6.0

How did Cc1nn(-c2ccccc2)c(Cl)c1C1C(C#N)=C(N)OC2=C1C(=O)CC(C)(C)C2 (stereo unspecified) do in these assays?
TbREL1 inh: -2.0

How did COc1cc(C2C(C#N)=C(N)Oc3c2oc(CO)cc3=O)ccc1OC(C)C (stereo unspecified) do in these assays?
TbREL1 inh: 7.7

Results for CCOC(=O)N1CCN(CC(=O)Nc2sccc2C#N)CC1 ?
TbREL1 inh: 5.1

What do the screens show for `CSCCC(NC(=O)c1ccc(Cl)cc1Cl)C(=O)N(C)Cc1nc2ccccc2c(=O)[nH]1` (stereo unspecified)?
TbREL1 inh: -4.6

How did O=C(COC(=O)CNS(=O)(=O)c1ccc(Br)cc1Cl)NC1CCCC1 do in these assays?
TbREL1 inh: 7.0

What do the screens show for `O=C(CSc1nnc(-c2ccccn2)n1-c1ccc(Cl)cc1)Nc1ccccc1-c1ccccc1`?
TbREL1 inh: -2.9

How did CC(OC(=O)c1cccc(-n2cnnn2)c1)C(=O)Nc1ccccc1F (stereo unspecified) do in these assays?
TbREL1 inh: 0.2

How did Cc1sc2nc(SCC(=O)N3CCCC3)[nH]c(=O)c2c1C do in these assays?
TbREL1 inh: -0.7

What do the screens show for `COc1ccc(-c2cc3ccccc3n2CC(O)CN2CCN(CCO)CC2)cc1` (stereo unspecified)?
TbREL1 inh: 3.2

Results for Cc1ccc(C2=NNC(=Nc3ccc(F)cc3)SC2)cc1 ?
TbREL1 inh: -3.5

Results for CCc1ccccc1NC(=O)CN1CCN(CC(=O)Nc2ccc3c(c2)OC2(CCCCC2)O3)CC1 ?
TbREL1 inh: -2.4

What do the screens show for `C#CCOCCOCCOCCNc1nc(N2CCOCC2)nc(N2CCN(C(=O)CCCCCCCCCCNC(=O)[C@@H](CCSC)n3cc(CCO)nn3)CC2)n1`?
TbREL1 inh: -0.8

How did S=C1NNC2(NN1)C1CC3CC(C1)CC2C3 do in these assays?
TbREL1 inh: -3.7

Results for Cc1cc([N+](=O)[O-])ccc1NC(=S)NC(=O)C(c1ccccc1)c1ccccc1 ?
TbREL1 inh: 0.1

How did CC(C)=CCN1CCN(Cc2nc(-c3ccccc3)cs2)CC1CCO (stereo unspecified) do in these assays?
TbREL1 inh: -4.2

How did O=C(CSc1nnc(Nc2ccccc2F)s1)NC1CC1 do in these assays?
TbREL1 inh: 6.2

How did CC1CCCCN1CCNC(=O)CCc1nnc2n(Cc3ccccc3)c(=O)c3ccccc3n12 (stereo unspecified) do in these assays?
TbREL1 inh: -1.8

What do the screens show for `Cc1ccc(S(=O)(=O)N(C)CC(=O)NNC(=O)Cc2cccc(F)c2)cc1`?
TbREL1 inh: -2.4

How did C[C@H](NC(=O)c1[nH]cnc1C(=O)Nc1ccc(CNC(=O)OC(C)(C)C)cc1)C(=O)OC(C)(C)C do in these assays?
TbREL1 inh: -1.4

Results for O=C(CCCc1nc2ccccc2s1)N1CCN(S(=O)(=O)c2cccs2)CC1 ?
TbREL1 inh: -1.3

Results for CCCCOc1ccc(N2C(=O)CC(NCc3ccncc3)C2=O)cc1 (stereo unspecified) ?
TbREL1 inh: -2.3

How did CCOC(=O)C1Oc2ccccc2C(c2ccc(C)cc2)=C1C(=O)OC (stereo unspecified) do in these assays?
TbREL1 inh: 0.4

Results for O=C(CSc1nc(C2CCCCC2)nc2ccccc12)NCc1ccco1 ?
TbREL1 inh: -3.5

Results for CC(=O)c1cccc(OC(=O)c2ccccc2)c1 ?
TbREL1 inh: 2.9

What do the screens show for `COC(=O)c1ccc(CNC(=O)c2ccc(OCC(=O)N3CCOCC3)c(OC)c2)cc1`?
TbREL1 inh: 2.1

What do the screens show for `COc1cc(C2C(=O)N(C3CCCC3)CC(=O)N2Cc2ccco2)ccc1OC(C)C` (stereo unspecified)?
TbREL1 inh: -2.9

What do the screens show for `CCN(CC)S(=O)(=O)c1cc(C(=O)Oc2ccccc2OC)ccc1OC`?
TbREL1 inh: 0.6

How did CCCS(=O)(=O)n1nc(-c2ccc(OC)cc2OC)cc1N do in these assays?
TbREL1 inh: 9.1

How did Cc1ccc(NS(=O)(=O)c2ccc(C3CCCCC3)cc2)cc1 do in these assays?
TbREL1 inh: 8.2

What do the screens show for `COC(=O)c1ccccc1NC(=O)CSc1nncn1C`?
TbREL1 inh: 2.2

Results for CCOC(=O)c1c(-c2ccc(OC)cc2)csc1/N=C/C1=C(O)CCCC1=O ?
TbREL1 inh: -3.0

How did C=CC[C@H](CC(=O)NCCO)C(=O)N[C@H](COC(=O)[C@@H](CC=C)CC(=O)OC(C)(C)C)Cc1ccccc1 do in these assays?
TbREL1 inh: -1.0

Results for CC1CCN(c2nncc3ccccc23)CC1 ?
TbREL1 inh: 1.3

What do the screens show for `Cc1ccc(CC(NC(=O)c2ccccc2)C(=O)NC(CC(C)C)C(=O)O)cc1` (stereo unspecified)?
TbREL1 inh: 0.6

What do the screens show for `COCCNC(=O)CCCn1c(=O)c2cc(OC)c(OC)cc2n(CC(=O)Nc2ccc(F)cc2)c1=O`?
TbREL1 inh: 0.6

What do the screens show for `NC(COCc1ccccc1)c1csc(NC(=O)Nc2cccc(C(F)(F)F)c2)n1` (stereo unspecified)?
TbREL1 inh: 4.5

What do the screens show for `COc1cc(NC(=O)COc2ccccc2)ccc1NC(=O)c1ccco1`?
TbREL1 inh: -0.2

How did COc1cc(-c2c(C(=O)c3ccccc3)[nH]c(N)c2C(N)=O)ccc1O do in these assays?
TbREL1 inh: -0.3

Results for Cc1ccnn1Cc1cc(C(=O)O)c2ccccc2n1 ?
TbREL1 inh: 2.2

How did Cc1ccc(N(Cc2ccc([N+](=O)[O-])cc2)C(=O)c2ccco2)cc1C do in these assays?
TbREL1 inh: -0.3

What do the screens show for `CC(=O)c1sc(NC(=O)C=C(C)C)nc1C`?
TbREL1 inh: 1.4

Results for O=C(CCC(=O)OCC(F)(F)C(F)F)NCc1ccccc1 ?
TbREL1 inh: 1.7

How did CCCNC(=O)NC(=O)COc1c(F)c(F)cc(F)c1F do in these assays?
TbREL1 inh: -1.8

Results for CC(=O)c1ccc2c3c(ccc([N+](=O)[O-])c13)CC2 ?
TbREL1 inh: 3.8

What do the screens show for `COc1ccc(C(=O)Nc2ccccn2)cc1`?
TbREL1 inh: -1.0

Results for O=C(O)Cc1c(C(=O)O)[nH]c2ccc(C(=O)O)cc12 ?
TbREL1 inh: 0.8

How did O=C(CCNC(=O)c1ccccc1)Nc1ccc(Cl)c(S(=O)(=O)N2CCCCC2)c1 do in these assays?
TbREL1 inh: -0.8

Results for Cc1cc(N/N=C/c2ccccc2O)nc(-c2ccccc2O)n1 ?
TbREL1 inh: 2.7

What do the screens show for `COC(=O)c1sccc1NC(=O)Cc1ccc(Br)cc1`?
TbREL1 inh: 1.2

Results for CC1CN(CC(=O)NC(C)c2ccccc2)CC(C)O1 (stereo unspecified) ?
TbREL1 inh: 1.7

Results for Cc1cc(OCC(=O)NCCN2CCOCC2)ccc1Br ?
TbREL1 inh: 0.2

What do the screens show for `FC(F)(F)c1cccc(Oc2ccc3c(C(F)(F)F)cc(C(F)(F)F)nc3n2)c1`?
TbREL1 inh: 6.1

How did CCOc1ccc(S(=O)(=O)NCc2cccnc2)cc1NC(=O)c1ccccc1F do in these assays?
TbREL1 inh: 2.7

What do the screens show for `O=C(COc1ccc(S(=O)(=O)N2CCOCC2)cc1)N1CCCCCC1`?
TbREL1 inh: -2.2

Results for CCOc1cccc2cc(C(=O)N3CCN(C/C=C/c4ccccc4)CC3)c(=O)oc12 ?
TbREL1 inh: -2.6

This is a subset, so the mix of outcomes need not match the whole.
